# Eya2 phos inh: blocks the phosphatase activity of human Eya2; recombinant Eya2, OMFP fluorescence dephosphorylation (OMFP is methylfluorescein phosphate); Potency, µM (highest dose often 76.9 µM), without a hit: at the top dose activity, negative = inhibition, most hits filed as inhibitors; 330,000 tested, 0.006% active; AID 488837; further: potency means the concentration at half of the fitted maximal effect; on the % scale 0 is the no-effect control and ±100 the full control effect
# Target sequence (O00167 whole entry, looked up): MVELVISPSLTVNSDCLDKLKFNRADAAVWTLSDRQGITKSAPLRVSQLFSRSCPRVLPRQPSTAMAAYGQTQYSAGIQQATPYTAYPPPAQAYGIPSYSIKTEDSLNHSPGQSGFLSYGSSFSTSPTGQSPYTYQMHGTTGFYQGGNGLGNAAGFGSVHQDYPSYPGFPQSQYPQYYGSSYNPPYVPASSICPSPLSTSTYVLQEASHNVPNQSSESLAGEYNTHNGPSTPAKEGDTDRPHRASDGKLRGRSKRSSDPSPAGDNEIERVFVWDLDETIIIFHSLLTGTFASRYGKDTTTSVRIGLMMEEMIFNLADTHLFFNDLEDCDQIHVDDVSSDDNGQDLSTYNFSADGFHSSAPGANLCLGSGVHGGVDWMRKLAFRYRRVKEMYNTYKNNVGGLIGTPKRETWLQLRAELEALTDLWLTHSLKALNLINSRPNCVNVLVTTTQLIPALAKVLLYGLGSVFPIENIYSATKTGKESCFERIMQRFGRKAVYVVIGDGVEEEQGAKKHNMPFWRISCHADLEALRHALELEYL
#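 Eya2 (0.2 uM) preincubated 10 min at ambient with compound, then OMFP substrate added at 50 uM; 10 min reaction in 50 mM HEPES pH 7.5, 50 mM NaCl, 5 uM MgCl2, 0.05% BSA, 1 mM DTT. Fluorescence read at Ex 485/Em 525 nm.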
# TCR act: activators of T cell receptors; primary human leukocytes, anti-CD3, IL-2 HTRF, 48 h; Potency, µM (doses to about 9.22 µM), for inactives: top-dose activation of IL-2 secretion, usual class: activators; 330,000 tested, under 10 active; AID 504894; further: % of control where 0% means no effect
#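 Compounds are tested in HTS on primary human leukocytes co-incubated with a-CD3 beads for 48 hr. IL-2 output is measured by time-resolved FRET.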
# Chronic BCR inh: inhibitors of chronic active B-cell receptor signaling | Potency, µM (highest dose often 46.1 µM), for inactives: top-dose ratio change, negative = lower green/red ratio, hits mostly inhibitors | ABC-DLBCL IkBa-CBG/CBR reporter, luminescence ratio, 4 h | AID 493014 | 340,000 tested, 0.05% active; active means well fitted inhibition curve with a large enough effect in the signal ratio, with a control signal flat, not every such curve was filed as active; inconclusive means small, poorly fitted or top-dose-only effect, or effect the other way, or a change in a side signal; the % refers to the signal ratio;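 further: potency means the concentration at half of the fitted maximal effect; plate controls were basal doxycycline-induced cells for no effect and cells given 10 µM MG132 for full effect; MG132 reads +100%, hits lower the ratio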
#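 Concentration-response series (up to 46 uM) were applied to TMD8 dual-reporter cells for 4 h at 37C with doxycycline. Green/red ratio, after filter-overlap correction, defined %Activity; red signal alone was normalised to basal cells and zero luminescence.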
# Tb PFK block: T. brucei PFK enzyme inhibition; T. brucei PFK, ADP-Glo luminescence; Potency, µM (series often up to 57.5 µM), inactives show at the top dose activity, negative = inhibition, actives largely listed as inhibitors; 330,000 tested, 0.17% active;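 further: potency means the concentration at half of the fitted maximal effect; 0% = uninhibited 1x PFK enzyme wells and -100% = no-enzyme wells; nearly all actives have a fitted effect of over 60% in size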
#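 PFK 1.25 nM, F6P 0.5 mM, ATP 0.1 mM, 0.1 M TEA pH 8.0, 5 mM MgCl2, 0.01% Tween20, 0.1% BSA; 45 min RT. ADP-Glo readout. qHTS titration up to 57 uM; curves fitted, compounds curve-classed.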
# AT treatment: potential ataxia-telangiectasia treatments restoring KAP-1 phosphorylation | 320,000 tested, 0.19% active | […] A-T fibroblasts, KAP-1 phosphorylation AlphaLISA; neocarzinostatin DNA damage 30 min before lysis | Potency, µM (series often up to 57.5 µM), for inactives: top-dose activation, most hits filed as activators; further: potency means the concentration at half of the fitted maximal effect; % of control where 0% means no effect; nearly all actives have a fitted effect of over 45% in size
#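 hTERT-immortalized A-T patient fibroblasts ([…]), 500 cells/well in OPTI-MEM, 1% FBS, got compounds for 60 min, then NCS for 30 min at 37C. Lysates were then assayed for phospho-KAP-1 by AlphaLISA (anti-pKAP1 donor, anti-KAP1 acceptor beads), 6 hr at 25C.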
# Mito fusion yeast: blocks mitochondrial division or promotes mitochondrial fusion | S. cerevisiae fusion-defective mutant growth rescue, CellTiterGlo 48 h | 320,000 tested, 0.23% active | Potency, µM (series often up to 46.1 µM), without a hit: top-dose growth rescue (activation), hits mostly activators;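 further: potency means the concentration at half of the fitted maximal effect; % of control where 0% means no effect; nearly all actives have a fitted effect of over 45% in size; temperature-sensitive fusion mutants such as fzo1-1 at 37 °C on non-fermentable ethanol glycerol medium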
#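 Luminescent cell viability in 1536-well qHTS format served as the measure of rescued growth in ts fusion-mutant S. cerevisiae cultured on non-fermentable YPEG for 48 hours at 37C.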
# PTAP TSG101 blk: blocks PTAP/TSG101 interaction to inhibit HIV-1 budding; Q99816; Fluorescence polarization, FITC-PTAP peptide / Tsg101 binding; Potency, µM (highest dose often 115 µM), for the others: at the top dose activity change, negative = inhibition, most hits filed as inhibitors; 340,000 tested, under 10 active; AID 493005; active means well fitted inhibition curve with a large enough effect in the main read-out, with a control signal flat, not every such curve was filed as active; inconclusive means small, poorly fitted or top-dose-only effect, or effect the other way, or a change in a side signal; inactive means no such curve, though single readings can be large or run the other way; further: potency means the concentration at half of the fitted maximal effect; % of control where 0% means no effect
# Target sequence (Q99816 whole entry, looked up): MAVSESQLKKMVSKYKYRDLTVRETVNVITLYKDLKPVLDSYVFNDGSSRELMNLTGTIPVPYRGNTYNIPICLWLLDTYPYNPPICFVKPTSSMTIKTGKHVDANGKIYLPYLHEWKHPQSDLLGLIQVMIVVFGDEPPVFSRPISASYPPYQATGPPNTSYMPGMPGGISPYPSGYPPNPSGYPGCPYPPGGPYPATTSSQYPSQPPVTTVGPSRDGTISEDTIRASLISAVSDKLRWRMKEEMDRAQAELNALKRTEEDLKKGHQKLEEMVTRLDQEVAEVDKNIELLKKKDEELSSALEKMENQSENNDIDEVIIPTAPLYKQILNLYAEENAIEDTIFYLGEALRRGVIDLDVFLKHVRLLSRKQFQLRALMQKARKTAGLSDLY
#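 Compounds were pin-transferred onto Tsg101 binding domain (10 uM final) in HEPES pH 7.5 buffer, then FITC-PTAP peptide was added at 50 nM final. After 20 min at RT, polarization reported peptide displacement across a qHTS concentration series.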
# ELG1 DNA repair: blocks ELG1-dependent DNA repair in HEK293T cells | HEK293T ELG1-luciferase reporter, luminescence, 16 h; DNA damage induced by 5-fluorouridine | Potency, µM (top dose mostly 46.1 µM), for inactives: at the top dose activity change, negative = inhibition, most hits filed as inhibitors | 330,000 tested, 2.3% active | AID 504467; further: potency means the concentration at half of the fitted maximal effect; on the % scale 0 is the no-effect control and ±100 the full control effect; nearly all actives have a fitted effect of over 55% in size
#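 Cells (2,000 per well) received 5-fluorouridine plus test compound or DMSO and were incubated 16 hr at 37 °C, 5% CO2. Luciferase activity was read by luminescence 30 min after ONE-Glo addition; signal suppression marked inhibition of damage-induced ELG1 function.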
# TSHR antagonist: blocks TSH signaling through the human TSH receptor. activity change, negative = inhibition, % at 11.5 µM. 330,000 tested, 0.2% active. P16473. TSHR-expressing cells, TSH-stimulated cAMP HTRF, 2 h; stronger effect = lower value;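 active means activity change below a set negative limit, meaning inhibition stronger than a set level, cut at about -70% in these data; inconclusive means activity change between two set negative limits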; further: on the % scale 0 is the no-effect control and ±100 the full control effect
#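 Antagonism was scored as loss of TSH-driven cAMP in TSHR cells, stimulated with 4nM TSH (EC80) for 2 hours at 37 deg C and detected by homogeneous HTRF competition immunoassay.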
# S-ASM inh: human S-ASM enzyme inhibition | Potency, µM (series often up to 57.5 µM), for inactives: top-dose activity change, negative = inhibition, hits mostly inhibitors | placental ASM, HMU-PC fluorogenic substrate, 60 min | 340,000 tested, 0.006% active; further: potency means the concentration at half of the fitted maximal effect
#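 Fluorescence read-out (Ex 386 nm, Em 447 nm) after stopping the reaction at pH 10. Enzyme: ASM from human placenta; substrate HMU-PC0, 9 uM final; 60 min, 37 °C. Compound preincubation 10 min, ambient temperature.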
# a7 integrin act: integrin-mediated muscular dystrophy alleviation activation; alpha7betagal myoblasts, beta-gal FDG fluorescence, 48 h; Potency, µM (titrated, usually from 38.3 µM), inactives show at the highest dose activation, hits mostly activators; 350,000 tested, 0.064% active;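 further: potency means the concentration at half of the fitted maximal effect; 100% = response of the positive control SU9516; nearly all actives have a fitted effect of over 60% in size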
#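 alpha7betagal+/- myoblasts (passage 13, 250/well) treated 48 h at 37C with compounds at 1:260 dilution of DMSO stock. Lysed, then beta-galactosidase activity read as FDG fluorescence (ex 480/em 540) after 30 min, with pre-read for autofluorescence.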
# Numbers without * were called inactive; ? = inconclusive; nt = not tested or not shown; [ ] = remark or other dose. Unless noted, the call rests on the fitted dose curve; in most records, active means well fitted curve in the direction sought with a large enough effect; inconclusive means small, poorly fitted or top-dose-only effect, or another doubt; inactive means no such curve, though single readings can be large; an effect the other way counts as inactive or inconclusive.
structure	Eya2 phos inh	TCR act	Chronic BCR inh	Tb PFK block	AT treatment	Mito fusion yeast	PTAP TSG101 blk	ELG1 DNA repair	TSHR antagonist	S-ASM inh	a7 integrin act
COc1ccc(Cl)cc1NC(=O)[C@@]1(CC(=O)O)CC(/C=C/c2ccccc2)=NO1	-5%	4%	1%	4%	-14%	11%	-4%	0%	6	8%	-7%
Cc1ccc(S(=O)(=O)N2CCN(Cc3csc(C)n3)CC2)cc1	15%	8%	-2%	5%	12%	-5%	1%	1%	-3	1%	0%
CC(Oc1cc2oc(=O)c3c(c2cc1Cl)CCC3)C(=O)NCCCn1ccnc1 (configuration not stated)	1%	-7%	4%	-8%	-2%	1%	1%	-2%	-5	38%[activator]	24%
COc1cc(OC)c2c(C)c(Cl)c(=O)oc2c1	3%	2%	12%	-6%	-1%	-1%	-5%	12%	-42	55%[activator]	23%
COc1ccc(S(=O)(=O)N2CCOCC2)cc1NC(=O)CN1CCCc2ccccc21	-11%	-2%[46.1 µM]	0%	0%	-7%	nt	-3%	?	4	-1%	-29%
Cc1ccc(-c2[nH]nc3c2C(c2ccc(OC(=O)N4CCOCC4)cc2)C(C#N)=C(N)O3)cc1 (configuration not stated)	-9%	-1%	-26%	0%	nt	0%	-6%	0%	3	-29%	-9%[7.66 µM]
Cc1cccc(CSc2nnc(Cn3c(=O)sc4ccccc43)n2C)c1	-20%	0%[46.1 µM]	9%	1%	-1%	5%	0%	-4%	-18	-4%	10%
O=C1CCCc2nc3nc4ccccc4n3cc21	11%	nt	?	-3%	-12%	-3%	nt	24%	15	nt	nt
COc1ccc(/C(O)=C2/C(=O)C(=O)N(CCN(C)C)C2c2ccc(C)cc2)cc1Cl (configuration not stated)	26%	nt	9%	0%	1%	1%	-4%	5%	18	-1%	-4%
COCCNC(=O)c1cc2nc(-c3ccc(F)cc3)cc(C(F)(F)F)n2n1	2%	0%	0%	6%	6%	5%	2%	6%	-7	17%	-5%
O=C(Nc1ccccc1)Nc1ccccc1-n1ccnc1	-5%	-10%	3%	0%	2%	-6%	-3%	9%	-1	-1%	-15%
O=C(Nc1nc2n(n1)C(c1ccc(F)cc1)CC(c1ccccc1)N2)c1ccco1 (configuration not stated)	-22%	3%	9%	-4%	5%	4%	-4%	1%	-8	2%	?

# One compound at a time (already shown). Screens in order: Eya2 phos inh	TCR act	Chronic BCR inh	Tb PFK block	AT treatment	Mito fusion yeast	PTAP TSG101 blk	ELG1 DNA repair	TSHR antagonist	S-ASM inh	a7 integrin act
# COCCNC(=O)c1cc2nc(-c3ccc(F)cc3)cc(C(F)(F)F)n2n1 is listed as 2%	0%	0%	6%	6%	5%	2%	6%	-7	17%	-5%
# COc1ccc(S(=O)(=O)N2CCOCC2)cc1NC(=O)CN1CCCc2ccccc21 is listed as -11%	-2%[46.1 µM]	0%	0%	-7%	nt	-3%	?	4	-1%	-29%
# O=C(Nc1nc2n(n1)C(c1ccc(F)cc1)CC(c1ccccc1)N2)c1ccco1 (configuration not stated) is listed as -22%	3%	9%	-4%	5%	4%	-4%	1%	-8	2%	?
# COc1ccc(/C(O)=C2/C(=O)C(=O)N(CCN(C)C)C2c2ccc(C)cc2)cc1Cl (configuration not stated) is listed as 26%	nt	9%	0%	1%	1%	-4%	5%	18	-1%	-4%

# (list continues)
structure	Eya2 phos inh	TCR act	Chronic BCR inh	Tb PFK block	AT treatment	Mito fusion yeast	PTAP TSG101 blk	ELG1 DNA repair	TSHR antagonist	S-ASM inh	a7 integrin act
N#CC1=C(N)OC2=C(C(=O)CCC2)C1c1cc2c(cc1Cl)OCO2 (configuration not stated)	4%	2%	-1%	4%	11%	3%	-5%	15%	-1	3%	-11%
CCOC(=O)c1cc(-c2csc(COc3ccccc3)n2)on1	-4%	-1%	-12%	1%	4%	1%	0%	0%	-11	-2%	14%
Cc1ccc(/C=C/C(=O)Nc2cccnc2)o1	4%	-3%[46.1 µM]	2%	-22%	10%	2%	1%	?	35	1%	-1%
Cc1ccc2c(C)c(C(=O)N3CCN(Cc4ccc5c(c4)OCO5)CC3)oc2c1C	-4%	1%	-11%	3%	2%	?	-7%	?	-12	-8%	1%
CN(C)CCCNc1oc(-c2ccccc2)nc1C#N	-6%[15.4 µM]	2%	-1%	4%	-8%	-6%	-2%	5%	15	8%	4%
CCC1=NN(C(=O)c2cccc(Br)c2)C(O)(c2ccc(Br)cc2)C1 (configuration not stated)	1%	0%[46.1 µM]	?	-1%	-11%	1%	-1%	?	30	?	-42%
C=CCn1c(SCC(=O)NCc2ccccc2)nnc1-c1ccccc1O	-23%	-5%	7%	-6%	0%	-3%	-7%	18µM*	9	1%	-12%
O=C1NNC(c2ccccc2)=N/C1=C\c1ccccc1Cl	-13%	5%	13%	-18%	3%	-5%	0%	?	-5	-11%	8%
N#Cc1ccccc1CSc1ccc(-c2nc3ccccc3[nH]2)cn1	-10%	-3%	?	13%	nt	-1%	-6%	0%	-35	-14%	45%
Cc1ccc(S(=O)(=O)N2CCCCC2C(=O)NCc2ccco2)cc1 (configuration not stated)	-6%	2%	-1%	-3%	-6%	-4%	-1%	-10%	0	-2%	2%
CC(C)=CCCC(C)CCO (configuration not stated)	4%	-3%	2%	1%	-15%	nt	-1%	6%	13	-2%	0%
O=S(=O)(NCC(c1cccnc1)N1CCN(c2ccc(F)cc2)CC1)c1ccc(F)cc1 (configuration not stated)	-4%	2%	?	0%	5%	24%	-5%	-13%	-6	0%	-8%
CCNC(=O)CC1C(=O)N(c2ccc(C)cc2)C(=O)N1CCc1ccc(OC)c(OC)c1 (configuration not stated)	-10%	nt	?	2%	-7%	-3%	-2%	11%	3	4%	3%
Cc1ccc(C(=O)N2c3ccccc3N(Cc3ccccc3)C(=O)C2(C)C)cc1	?	-1%	?	6%	4%	-7%	-4%	?	?	-3%	-33%
CCC(C)(C)NC(=O)CN(Cc1ccc2c(c1)OCO2)C(=O)CCC(=O)Nc1cc(C)ccn1	15%	-1%	-2%	-2%	5%	-4%	0%	-2%	-1	3%	-15%
Cc1cccc(C(=O)NCCc2ccc(S(N)(=O)=O)cc2)c1[N+](=O)[O-]	-8%	3%[46.1 µM]	1%	-1%	-1%	-1%	-1%	3%	10	4%	12%
COc1ccccc1/C(O)=C(\C#N)c1nc2ccccc2[nH]1	-11%	2%	9%	-1%	1%	16%	-1%	3%	-2	-1%	1%
CCn1c2c(c3cc(Br)ccc31)CCC/C2=N\O	nt	6%	nt	nt	nt	-7%	-2%	nt	nt	-24%	14%
Cc1ccc(NC(=O)CN2C(=O)N/C(=C/c3ccco3)C2=O)cc1	0%	-2%	26%	?	1%	2%	1%	7%	20	2%	-16%
CCc1ccc(-c2cc(C)no2)cc1S(=O)(=O)NCCCN1CCN(c2ccccc2)CC1	2%	-11%	?	0%	-12%	-2%	-1%	-28%	-11	-3%	-50%[inhibitor]
CCCCn1c(N)c(N(CC)C(=O)c2ccc([N+](=O)[O-])c(C)c2)c(=O)[nH]c1=O	11%	-1%	6%	9%	3%	-30%	1%	4%	25	0%	?

# Pulled by compound from the entries so far:
structure	Eya2 phos inh	TCR act	Chronic BCR inh	Tb PFK block	AT treatment	Mito fusion yeast	PTAP TSG101 blk	ELG1 DNA repair	TSHR antagonist	S-ASM inh	a7 integrin act
Cc1ccc(NC(=O)CN2C(=O)N/C(=C/c3ccco3)C2=O)cc1	0%	-2%	26%	?	1%	2%	1%	7%	20	2%	-16%
Cc1ccc(C(=O)N2c3ccccc3N(Cc3ccccc3)C(=O)C2(C)C)cc1	?	-1%	?	6%	4%	-7%	-4%	?	?	-3%	-33%
